Bioassay records (PubChem BioAssay)
TMEM16A act: mouse TMEM16A channel activation, primary screen; hit rate 0.3% among 340,000; Q8BHY3; B-score at 10 µM; HEK293 TMEM16A/YFP-H148Q/I152L, iodide quench fluorescence; active compounds read low;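 active means fluorescence-ratio B-score plate-corrected deviation score at least 3 library SD below zero, with starting fluorescence score within 5 deviations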;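 further: channel opened by trigger with iodide after compound preincubation; score built on the fluorescence ratio of max minus min over baseline; more negative score means more quench and so TMEM16A activation or potentiation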
MrgX1 ag: human MrgX1 receptor agonism, primary screen | hit rate 0.44% among 310,000 | B-score at 10 µM | Q96LB2 | MrgX1-HEK293 cells, Fluo-4 calcium fluorescence, agonist mode; active compounds read high | AID 588627;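 active means calcium response B-score plate-corrected fluorescence ratio at least 3 library SD, with starting fluorescence B-score inside 5 SD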
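Test system: Stable human MrgX1 HEK293 cell line | Schedule: Overnight plating before 1 h dye loading | Read-out basis: Baseline-normalised fluorescence change ratio, B-scored | Detection: Kinetic calcium dye fluorescence, Fluo-4 NW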
RGS4 block: human RGS4 inhibition. P49798. HEK293 M3R/RGS4 inducible, Fluo-4 calcium flux; active compounds read high; triggered by carbachol at its EC20. B-score at 10 µM. hit rate 0.45% among 310,000;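 active means B-score, a plate-corrected calcium signal, over three deviations above library mean, with baseline fluorescence within five deviations of library mean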;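 further: RGS4 expression induced by doxycycline in cells with stable M3 receptor; B-score is computed from the integrated fluorescence ratio over baseline after carbachol; higher B-score means a larger calcium signal and so more RGS4 inhibition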
SKKanGAS inh: inhibitors of SKKanGAS S. pyogenes growth in kanamycin (SK-promoter or general growth effect) | inhibition, % at 7.5 µM | BacTiter-Glo, 6 h | hit rate 1.3% among 300,000 | AID 1662;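 active means mean replicate score, as percent of positive control median, at least 50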;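 further: strain carries kanamycin resistance gene driven by streptokinase promoter and grows in 40 µg/ml kanamycin; loss of luminescence reflects streptokinase promoter inhibition or plain growth inhibition; 0% = median of DMSO wells and 100% = positive control at its reference dose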
HDAC3 inhib: blocks human histone deacetylase 3; O15379; recombinant HDAC3, fluorogenic peptide/trypsin coupled, fluorescence; inhibition, % at 8.3 µM; hit rate 0.15% among 320,000; AID 2718; in the data active means inhibition above about 26%, passing the limit was not always enough
TRPC6 act: mouse TRPC6 channel activation. hit rate 0.13% among 310,000. Q61143. HEK293-TRPC6 membrane potential dye fluorescence; active compounds read high. B-score at 10 µM;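 active means B-score of the integrated fluorescence ratio above library mean plus 3 SD, and starting fluorescence ratio within library mean plus 5 SD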;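 further: higher score means more depolarization so channel activation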
Target sequence (Q61143 whole entry, looked up): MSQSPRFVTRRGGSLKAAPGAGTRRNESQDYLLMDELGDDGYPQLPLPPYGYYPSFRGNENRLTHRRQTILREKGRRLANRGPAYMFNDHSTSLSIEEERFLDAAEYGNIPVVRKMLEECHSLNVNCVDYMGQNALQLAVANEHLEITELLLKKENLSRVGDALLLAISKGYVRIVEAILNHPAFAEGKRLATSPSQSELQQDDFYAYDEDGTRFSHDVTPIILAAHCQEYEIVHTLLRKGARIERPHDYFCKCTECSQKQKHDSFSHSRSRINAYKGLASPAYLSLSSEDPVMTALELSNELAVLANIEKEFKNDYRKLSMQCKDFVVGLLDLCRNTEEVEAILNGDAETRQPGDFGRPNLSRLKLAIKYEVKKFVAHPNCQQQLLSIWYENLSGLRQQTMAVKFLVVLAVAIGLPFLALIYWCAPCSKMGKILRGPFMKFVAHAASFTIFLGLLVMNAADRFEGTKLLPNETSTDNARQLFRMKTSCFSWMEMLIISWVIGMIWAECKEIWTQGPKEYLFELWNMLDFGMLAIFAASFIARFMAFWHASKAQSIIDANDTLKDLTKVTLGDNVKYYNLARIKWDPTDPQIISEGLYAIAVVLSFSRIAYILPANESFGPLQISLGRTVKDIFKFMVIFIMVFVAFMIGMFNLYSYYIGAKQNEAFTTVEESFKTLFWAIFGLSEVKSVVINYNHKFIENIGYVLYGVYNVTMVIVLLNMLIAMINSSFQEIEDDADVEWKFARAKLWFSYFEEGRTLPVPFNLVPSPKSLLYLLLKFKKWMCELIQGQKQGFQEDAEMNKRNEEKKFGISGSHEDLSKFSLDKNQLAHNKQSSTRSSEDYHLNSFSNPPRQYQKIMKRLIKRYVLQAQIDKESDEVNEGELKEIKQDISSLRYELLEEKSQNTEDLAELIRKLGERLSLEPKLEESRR
TMEM16A inh: mouse TMEM16A channel inhibition, primary screen | Q8BHY3 | HEK293 TMEM16A/YFP iodide influx fluorescence, ionomycin | normalized B-score (activity score, 25-100; higher = stronger inhibition) at 10 µM | hit rate 1.2% among 310,000;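 active means ratio plate-corrected score three or more library SD toward inhibition, starting fluorescence score within five deviations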;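 further: score derived from kinetic fluorescence span divided by baseline fluorescence per well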
MrgX1 allo act: human MrgX1 positive allosteric modulation, primary screen | hit rate 0.63% among 310,000 | B-score at 10 µM | MrgX1-HEK293, Fluo-4 calcium flux, FDSS; active compounds read high | AID 588675;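 active means plate-corrected calcium response at least 3 library SD above typical, normal starting fluorescence, not activating the receptor alone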;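 further: compound read alongside a low EC10 to EC30 dose of BAM8-22 agonist; peak minus trough fluorescence over baseline measured at the second addition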
RGS4 pot: RGS4 potentiation or activation. HEK293 M3R/inducible RGS4, carbachol calcium flux Fluo4; active compounds read low. B-score at 10 µM. hit rate 0.92% among 310,000;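 active means B-score of the integrated calcium signal more than 4 SD below the library mean, with starting fluorescence not abnormally high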;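 further: negative B-score means reduced calcium response which marks RGS4 activation or potentiation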
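Also added: carbachol at ECmax as muscarinic agonist stimulus; Assay system: HEK293 cells with stable M3R and inducible RGS4; Timing: overnight RGS4 induction, 30 min dye load 37 °C, 20 min compound RT; Measured by: Fluo4-AM (2 µM) calcium-flux fluorescence, kinetic read.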
TRPC6 inh: blocks the mouse TRPC6 cation channel; Q61143; HEK293-TRPC6, membrane potential dye, ACh-evoked depolarization; active compounds read low; B-score at 10 µM; hit rate 1.1% among 310,000; AID 2553;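 active means B-score under library mean minus 3 SD, initial fluorescence not abnormally high, positive integrated signal ratio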;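 further: B-score derived from integrated fluorescence ratio over the kinetic read; more negative B-score means stronger inhibition of depolarization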
MrgX1 antag: human MrgX1 receptor antagonism, primary screen; Q96LB2; MRGX1-HEK293 calcium flux, Fluo-4, BAM8-22 antagonism; active compounds read low; B-score at 10 µM; hit rate 1.3% among 310,000;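 active means calcium-response B-score plate-corrected more than 3 library SD below zero, starting fluorescence within 5 deviations, no agonist response on first addition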;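 further: peak minus trough fluorescence over baseline after final BAM8-22 challenge near maximal dose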
Numbers without * were called inactive; i = inactive; nt = no result given.

SMILES	TMEM16A act	MrgX1 ag	RGS4 block	SKKanGAS inh	HDAC3 inhib	TRPC6 act	TMEM16A inh	MrgX1 allo act	RGS4 pot	TRPC6 inh	MrgX1 antag
Cc1cc(Sc2nc(N(C)C)nc(N(C)C)n2)nc(Cl)n1	i	i	i	0.5	-2.2	i	i	i	i	i	i
O=C(CN(C(=O)c1csnn1)c1ccc(F)c(Cl)c1)NC1CCCCC1	i	i	i	-0.6	8.4	i	i	i	i	i	i
CCOc1ccc(C(=O)NCC(=O)OCc2csc(-c3ccccc3)n2)cc1	i	i	i	-8.2	9.9	i	i	i	i	i	i
COCCCNC(=O)CC(NS(=O)(=O)c1ccc(Cl)cc1)c1ccco1 (stereo not drawn)	i	i	i	-0.8	1.1	i	i	i	i	i	i
CN1CCN(C(=O)c2ccc(CS(=O)Cc3ccc(Cl)cc3)o2)CC1 (stereo not drawn)	i	i	i	3.2	1.9	i	i	i	i	i	i
COc1cc(-c2nc3ccccn3c2N)ccc1O	i	i	i	6.1	3.6	i	i	i	i	i	i
COC(=O)c1cc(C(=O)OC)n(Cc2ccc(F)cc2)n1	i	i	i	-5.6	0.9	i	i	i	i	i	i
N#CCc1ccc(OC(=O)c2cnccc2C(F)(F)F)cc1	i	i	i	1.0	-0.4	i	i	i	i	i	i
CCC(CO)NCc1ccccc1OC(C)C (stereo not drawn)	i	i	i	-0.6	-0.5	i	i	i	i	i	i
O=C(NNC(=O)c1cc2ccccc2cc1O)Nc1ccc(F)cc1F	i	i	i	-3.1	-8.1	i	i	i	i	i	i
Cc1cc(C)c(C(=O)COC(=O)c2cc([N+](=O)[O-])ccc2N2CCOCC2)cc1C	i	i	i	-0.7	9.2	i	i	i	i	i	i
Cc1cccc(OCCn2nc(C(=O)O)c3ccccc3c2=O)c1	i	i	i	-11.0	-0.7	i	i	i	i	i	i
O=C(Nc1ccccc1O)c1ccc(NS(=O)(=O)c2cccc3cccnc23)cc1	i	i	i	3.1	102.7*	i	i	i	i	i	i
COC(=O)c1ccc(=O)n(Cc2ccc3c(c2)OCO3)c1	i	i	i	2.5	4.4	i	i	i	i	i	i
COc1cc(N=c2oc3c(C)ncc(CO)c3cc2C(N)=O)cc(OC)c1OC	i	i	i	-2.3	1.5	i	i	i	i	i	i
Cc1ccc(C(=O)C(C)OC(=O)C2CCN(c3ccc(C(F)(F)F)cn3)CC2)cc1C (stereo not drawn)	i	i	i	-11.6	-0.4	i	i	i	i	i	i
CCCC(=O)c1c[nH]c(C(=O)NCCCN2CCOCC2)c1	i	i	i	0.2	6.9	i	i	i	i	i	i
C/C=C/c1ccc(OCC(O)CNCC(c2ccc(OC)cc2)N(C)C)c(OC)c1 (stereo not drawn)	i	i	i	8.2	-3.3	i	i	i	i	i	i
CCN(CC(=O)NCCc1ccc(S(N)(=O)=O)cc1)Cc1ccccc1	i	i	i	1.7	2.2	i	i	i	i	i	i
c1ccc(-c2ccc3sccc3n2)cc1	i	i	i	0.8	-1.2	i	i	i	i	i	i
C=CCn1c(NC(=O)c2ccc(C)cc2)nc2ccccc21	i	i	i	58.5*	1.5	i	i	i	i	i	i
COc1ccccc1C1C(C(C)=O)=C(O)C(=O)N1CCc1ccccc1 (stereo not drawn)	i	i	i	-2.7	6.8	i	i	i	i	i	i
CCOC(=O)N1CCN(S(=O)(=O)c2ccc(C(=O)N(CCCN(C)C)c3nc4ccc(OC)cc4s3)cc2)CC1	i	i	i	1.1	-0.5	i	i	i	i	i	i
Cc1c(C(=O)NCc2ccc(F)cc2)oc2ccc(S(=O)(=O)N3CCOCC3)cc12	i	i	i	6.2	-0.1	i	i	i	i	i	i
Cc1cccc(NC(=O)c2ccc3nccnc3c2)c1C	i	i	i	-1.8	-3.7	i	i	i	i	i	i
Cc1cc(O)c(C(C[N+](=O)[O-])c2ccc(Cl)cc2Cl)c(=O)o1 (stereo not drawn)	i	i	i	0.3	-0.5	i	i	i	i	i	i
NC(=O)NC(=O)CC1S/C(=N/N=C2\CSC(=O)N2)NC1=O (stereo not drawn)	i	i	i	2.7	-2.5	i	i	i	i	i	i
N#C/C(=C\c1ccc(C(=O)O)cc1)c1ccccn1	i	i	i	5.9	7.9	i	i	i	i	i	i
O=C(CCn1c(=O)c2ccccc2n(CC(=O)NCCC2=CCCCC2)c1=O)NCc1ccco1	i	i	i	nt	-2.5	i	i	i	i	i	i
COc1cc(S(=O)(=O)N2CCN(Cc3ccc4c(c3)OCO4)CC2)c(C)cc1C	i	i	i	-2.5	6.7	i	i	i	i	i	i
Cc1cccc(NS(=O)(=O)c2c(C(=O)N3CCCC3)c(C)n(C)c2C)c1	i	i	i	0.9	-1.1	i	i	i	i	i	i
COc1ccc(NC(=S)NC(NC(=O)c2ccccc2Cl)C(Cl)(Cl)Cl)c([N+](=O)[O-])c1 (stereo not drawn)	i	i	i	22.8	-2.5	i	i	i	i	i	i
CC(C)OC(=O)c1cccc(NC(=O)CSc2nnc(N)s2)c1	i	i	i	-0.2	-1.4	i	i	i	i	i	i
Cc1ccc(NS(=O)(=O)c2c(C)[nH]c(C)c2C(=O)N2CCCCC2)c(C)c1	i	i	i	-2.8	0.6	i	i	i	i	i	i
CCOC(=O)N1CCN(S(=O)(=O)c2ccc(C(=O)Nc3ccc(F)cc3F)cc2)CC1	i	i	i	-9.9	-2.4	i	i	i	i	i	i
C/C(=N\NC(=O)c1cc(-c2ccccn2)nc2ccccc12)c1cccc([N+](=O)[O-])c1	i	i	i	12.0	6.1	i	i	i	i	i	i
O=S(=O)(c1ccccc1)[C@@]1(c2ccccc2)C[C@@H]2ON=C(c3cccc(-c4ccccc4)c3)[C@@H]2C1	i	i	i	-12.0	0.0	i	i	i	i	i	i
Cc1ccccc1Cn1c(=N)n(CC(O)c2ccco2)c2ccccc21 (stereo not drawn)	i	i	i	6.3	4.3	i	i	i	i	-5.25*	i
O=C(/C=C/c1ncc(C(F)(F)F)cc1Cl)OCc1ccccc1	i	i	i	1.9	-11.0	i	i	i	i	i	i
O=C(NCC(=O)N1CCOCC1)c1ccc(Br)cc1	i	i	i	-1.4	-0.5	i	i	i	i	i	i
Cc1cc(C)n2nc(SC(C)C(=O)Nc3ccc(Cl)cn3)nc2n1 (stereo not drawn)	i	i	i	-6.0	3.8	i	i	i	i	i	i
O=c1cc(O)c(-c2cccc(Cl)c2)c(Cl)[nH]1	i	i	i	11.3	2.4	i	i	i	i	i	i
CCOc1cc(NC(=O)Nc2ccccc2)c(OCC)cc1NC(=O)CC	i	i	i	7.2	-9.9	i	i	i	i	i	i
O=C(NCc1ccc2c(c1)OCO2)c1ccc(N2C(=O)C3CCCCC3C2=O)cc1 (stereo not drawn)	i	i	i	-5.9	2.7	i	i	i	i	i	i
COc1ccc(NS(=O)(=O)c2cccc(N/C(=N\S(=O)(=O)c3ccccc3)c3ccc(F)cc3)c2)cc1	i	i	i	12.7	6.4	i	i	i	i	i	i
Cc1ccc(OCCn2c(=O)cnc3ccccc32)cc1	i	i	i	4.9	1.1	i	i	i	i	i	i
O=C(Nc1ccccc1N1CCCC1)c1cccnc1	i	i	i	-6.6	1.0	i	i	i	i	i	i
O=C(NC(=S)Nc1ccc(Cc2ccncc2)cc1)c1ccccc1Cl	i	i	i	0.4	7.6	i	i	i	i	i	i
CSc1ccccc1NC(=O)COC(=O)c1ccccc1Cc1ccccc1	i	i	i	18.6	5.8	i	i	i	i	i	i
COc1ccc(C(=O)c2cn(-c3cccc(Br)c3)nc2C(C)=O)cc1	i	i	i	-2.8	-2.3	i	i	i	i	i	i
CCCOc1ccc(CNC(=O)c2ccc3nc(N4CCOCC4)sc3c2)cc1	i	i	i	-3.5	-0.6	i	i	i	i	i	i
Cc1ccc(NC(=O)c2cc3c(s2)CCCC3)cc1	i	i	i	-3.1	nt	i	i	i	i	i	i
CCCCOc1ccc(C(=O)N2CCNC(=O)C2CC(=O)OC(C)C)cc1 (stereo not drawn)	i	i	i	-9.3	2.8	i	i	i	i	i	i
CC(=O)N1c2ccc(S(=O)(=O)NCCC(=O)Nc3cccc(Cl)c3)cc2CC1C (stereo not drawn)	i	i	i	-1.8	0.2	i	i	i	i	i	i
Cc1ccc(CNC(=O)C2(S(=O)(=O)c3ccc(C)cc3)CC2)cc1	i	i	i	4.3	8.7	i	i	i	i	i	i
COC(=O)c1ccc(COc2ccc(C)c(C)c2)o1	i	i	i	1.7	-2.0	i	i	i	i	i	i
CCOc1ccc(OCC)c(NC(=O)CCNS(=O)(=O)c2cc(Br)cnc2N)c1	i	i	i	-7.6	3.3	i	i	i	i	i	i
CCOc1ccc(CC(=O)NC2CCN(Cc3ccccc3)CC2)cc1	i	i	i	-1.9	0.6	i	i	i	i	i	i
O=C(N/N=C/c1c[nH]c2ccc(Br)cc12)c1ccncc1	i	i	i	-1.7	1.8	i	i	i	i	i	i
Cc1nonc1CC(=O)NC1CC(C)(C)Cc2c1cnn2-c1ccc(F)cc1 (stereo not drawn)	i	i	i	13.0	-0.3	i	i	i	i	i	i

(list continues)
SMILES	TMEM16A act	MrgX1 ag	RGS4 block	SKKanGAS inh	HDAC3 inhib	TRPC6 act	TMEM16A inh	MrgX1 allo act	RGS4 pot	TRPC6 inh	MrgX1 antag
Cc1occc1C(=O)N/N=C/c1sc(N2CCOCC2)nc1-c1ccccc1	i	i	i	5.5	-0.2	i	i	i	i	i	i
C[C@H](O)[C@H](O)[C@H]1CNc2nc(N)[nH]c(=O)c2N1	i	i	i	-5.1	-24.3	i	i	i	i	i	-5.43*
CCN(C(=O)CSc1nc(N)cc(=O)[nH]1)c1c(N)n(Cc2ccccc2)c(=O)[nH]c1=O	i	i	i	23.9	12.3	i	i	i	i	i	i
CC(C)[C@H](NC(=O)OCc1ccccc1)C(=O)OCC(=O)NC1(C#N)CCCC1	i	i	i	-4.7	-1.1	i	i	i	i	i	i
O=C(c1ccccc1)N1CCC(c2nc(-c3ccc(S(=O)(=O)NCC4CCCO4)cc3)no2)CC1 (stereo not drawn)	i	i	i	1.5	2.8	i	25*	i	i	i	i
COc1ccc(CC(=O)N(Cc2cc3cc(OC)ccc3[nH]c2=O)C(C)C)cc1	i	i	i	-6.6	-0.1	i	i	i	i	i	i
